3T3 cytotox – cytotoxic compounds in NIH 3T3 cells. NIH 3T3 viability, CellTiter-Glo ATP luminescence, 48-72 h. Potency, µM (top dose mostly 96.7 µM), without a hit: at the top dose activity change, negative = cytotoxicity, actives largely listed as inhibitors. 94,000 compounds, 4.3% hits; also: potency is read from the fitted curve at half-maximal effect; nearly all actives have a fitted effect of over 55% in size
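Luminescent ATP readout (CellTiter-Glo, 10 min RT) after 48 or 72 hr compound exposure of NIH 3T3 cells seeded at 400 cells/well in 1536-well format; quantitative HTS.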
IP6K1 inh – blocks human inositol hexakisphosphate kinase 1; AID 1645851; activity change, % (series mostly up to about 58 µM); 140,000 compounds, 0.81% hits; IP6K1 kinase, ADP-Glo luminescence, 2 h; active compounds read low; Q92551; in the data active = activity change below about -25%
Target sequence (Q92551 whole entry, looked up): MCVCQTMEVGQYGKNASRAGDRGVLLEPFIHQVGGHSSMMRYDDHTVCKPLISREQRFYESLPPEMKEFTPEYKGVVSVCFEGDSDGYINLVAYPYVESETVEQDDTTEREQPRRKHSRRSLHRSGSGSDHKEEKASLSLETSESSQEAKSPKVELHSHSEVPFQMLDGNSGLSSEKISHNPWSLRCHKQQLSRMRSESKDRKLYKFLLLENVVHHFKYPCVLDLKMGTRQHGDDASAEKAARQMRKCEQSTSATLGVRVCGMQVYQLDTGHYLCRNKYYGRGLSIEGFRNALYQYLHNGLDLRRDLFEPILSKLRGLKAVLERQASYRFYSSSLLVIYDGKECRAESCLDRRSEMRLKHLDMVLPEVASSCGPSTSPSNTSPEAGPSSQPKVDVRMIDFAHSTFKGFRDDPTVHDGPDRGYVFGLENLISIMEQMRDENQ
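ADP-Glo luminescence measures ADP made by human IP6K1 during a 2 h RT reaction with ATP/IP6 (mix at 1.3 mM/130 uM); top library doses 57.5 and 19.1 uM final.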
GPT2 inh – GPT2 alanine aminotransferase inhibition; Q8TD30; Recombinant GPT2, coupled pyruvate oxidase/HRP Amplex Red fluorescence; Potency, µM (series often up to 57.7 µM), inactives show at the top dose activity change, negative = inhibition, hits mostly inhibitors; 100,000 compounds, 0.25% hits; also: potency is read from the fitted curve at half-maximal effect; nearly all actives have a fitted effect of over 60% in size; many of its hits are not listed in these tables
Target sequence (Q8TD30 whole entry, looked up): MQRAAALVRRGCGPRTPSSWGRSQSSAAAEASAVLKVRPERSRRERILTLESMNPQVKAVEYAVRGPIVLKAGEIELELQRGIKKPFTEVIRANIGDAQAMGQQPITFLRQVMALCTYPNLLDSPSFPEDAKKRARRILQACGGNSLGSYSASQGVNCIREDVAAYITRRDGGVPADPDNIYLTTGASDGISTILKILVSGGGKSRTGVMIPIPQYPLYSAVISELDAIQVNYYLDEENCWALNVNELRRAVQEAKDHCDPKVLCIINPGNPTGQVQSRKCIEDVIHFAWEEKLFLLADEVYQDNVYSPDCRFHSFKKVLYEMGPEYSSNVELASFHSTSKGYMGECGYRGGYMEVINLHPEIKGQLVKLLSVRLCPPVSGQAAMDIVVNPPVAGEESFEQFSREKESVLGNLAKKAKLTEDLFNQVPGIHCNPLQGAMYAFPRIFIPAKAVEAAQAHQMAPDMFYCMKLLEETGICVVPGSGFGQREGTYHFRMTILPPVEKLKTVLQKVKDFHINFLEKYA
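Fluorescence read-out: pyruvate from GPT2 turnover coupled to pyruvate oxidase, HRP and Amplex Red (0.2mM ThPP, 0.2U/mL PO and HRP, 50uM Amplex final). Substrates 250uM a-KG, 2mM L-alanine; enzyme 10ng/uL; 30 min RT.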
HEK cytotox – HEK 293 cell cytotoxicity | HEK 293 viability, ATP luminescence (CellTiter-Glo), 48-72 h | Potency, µM (doses to about 115 µM), for the others: at the top dose activity change, negative = cytotoxicity, most hits filed as inhibitors | 94,000 compounds, 6.6% hits; also: potency is read from the fitted curve at half-maximal effect; nearly all actives have a fitted effect of over 60% in size
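250 HEK 293 cells/well; compound by pintool; incubated 48 or 72 hr at 37 degree Celsius; CellTiter-Glo added, 10 min RT, luminescence imaged.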
SNCA expr inh – reduces expression of the alpha-synuclein gene | Potency, µM (highest dose often 57.2 µM), without a hit: at the top dose activity change, negative = inhibition, actives largely listed as inhibitors | HEK-293 SNCA-luciferase knock-in, luminescence, 24 h | 140,000 compounds, 0.17% hits;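 also: potency is read from the fitted curve at half-maximal effect; plate controls were DMSO cells for no effect and cell-free wells for full effect; nearly all actives have a fitted effect of over 45% in size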
Luciferase inh – blocks purified firefly luciferase enzyme activity; purified P. pyralis luciferase, luminescence, biochemical; Potency, µM (series often up to 115 µM), inactives show top-dose activity change, negative = inhibition, hits mostly inhibitors; 76,000 compounds, 2.5% hits; AID 1347043; also: potency is read from the fitted curve at half-maximal effect; nearly all actives have a fitted effect of over 65% in size
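Purified P. pyralis luciferase (10nM final) in 50mM Tris acetate pH 7.5, 10mM Mg acetate, 0.01% Tween-20, 0.05% BSA with 10uM D-luciferin and 10uM ATP. Compounds titrated qHTS. Luminescence imaged on CCD.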
SNCA viab count – cell viability loss counter-screen. AID 1671193. Potency, µM (titrated, usually from 57.1 µM), for inactives: top-dose activity change, negative = cytotoxicity, actives largely listed as cytotoxic. 150,000 compounds, 0.12% hits. HEK-293-SNCA-luc viability, GF-AFC fluorescence, 24 h;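 also: potency is read from the fitted curve at half-maximal effect; 0% = DMSO-treated cells and -100% = medium-only wells without cells; nearly all actives have a fitted effect of over 30% in size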
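HEK-293-SNCA-luc cells (1500/well) plated 24 h, then exposed 24 h to a dilution series; GF-AFC added 30 min at 37C, fluorescence 405/540 nm; normalised to medium-only and DMSO wells, Hill fit.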
Starred values were filed as active, the others as inactive; i = inactive; ? = inconclusive; nt = no result given; [ ] = another dose, or the depositor's remark. Unless noted, calls follow the shape of the dose curve; as a rule, active = well fitted curve in the direction sought with a large enough effect; inconclusive = small, poorly fitted or top-dose-only effect, or another doubt; inactive = no such curve, though single readings can be large; an effect the other way counts as inactive or inconclusive. Unless noted, % is scaled to controls: 0 for no effect and ±100 for the full control effect.

#	mol	3T3 cytotox	IP6K1 inh	GPT2 inh	HEK cytotox	SNCA expr inh	Luciferase inh	SNCA viab count
1	COc1cccc(-c2nc(S(=O)(=O)c3ccc(C)cc3)c(NCc3ccccc3)o2)c1	nt	27	nt	nt	?	nt	-2%
2	O=C(NCc1ccccn1)C1Cn2cccc2C(=O)N1Cc1ccccc1 (stereo not given)	2%	9	-5%	i	1%	-13%	0%
3	O=C(NCc1ccc(F)cc1)C1CCCN(Cc2cccc(-c3ccsc3)c2)C1 (stereo not given)	?	-7	i	?	-10%	nt	-6%
4	Cc1cnc(CCNC(=O)C2CCCC2)n1Cc1ccc(F)cc1	-20%	-3	i	-19%	20%	3%	-3%
5	Cc1cccc2sc(N(Cc3cccnc3)C(=O)CCS(=O)(=O)c3ccccc3)nc12	nt	-8	nt	nt	-16%	nt	-7%
6	CN1CCCC2(CCN(C(=O)CCCOc3ccccc3)C2)C1=O (stereo not given)	0%	15	-28%	-2%	19%	28µM*	1%
7	Cc1nn2c(C)c(C(=O)N3CCN(c4ccccc4)CC3)cnc2c1-c1ccccc1	nt	3	nt	nt	7%	nt	2%
8	CCOc1ccc(C(=O)NC2CCN(c3cnn(CC4CC4)c(=O)c3)CC2)cc1	-15%	11	i	-7%	-6%	-7%	-6%
9	COc1cccc(C(=O)N2CCC(C(NC(=O)c3ccccc3)C(=O)NCc3ccco3)CC2)c1 (stereo not given)	?	31	i	?	-1%	-13%	7%
10	CC(=O)c1cccc(NC(=O)O[C@H]2COCCN(c3nc4ccccc4o3)C2)c1	-9%[138 µM]	8	2%[88.5 µM]	?	-10%[87.6 µM]	?	-10%[87.6 µM]
11	CCCCN1C(=O)c2ccccc2C(C(=O)NCc2ccccn2)C12CCCCC2 (stereo not given)	-20%	-5	i	?	-12%	11%	-16%
12	Cc1nn2c(=O)cc(COC(=O)c3ccccc3NC(=O)c3cccs3)nc2s1	nt	-9	nt	nt	13%	nt	-2%
13	Cc1cc2c(n1-c1ccc(C(=O)NCCc3ccc(Cl)cc3)cc1)CCCC2	nt	14	nt	nt	-14%	nt	-6%
14	O=C(N1CCC(Cc2ccccc2)CC1)C1(c2ccc(Cl)cc2)CCOCC1	?	-15	-28%	?	2%	nt	-5%
15	CN(C)CCCNC(=O)C1CC(=O)N(c2n[nH]c3cc(Br)ccc23)C1 (stereo not given)	i	-12	?	10%	19%	13%	14%
16	O=c1c2cccnc2n(Cc2cccc(F)c2)c(=O)n1Cc1ccc(F)cc1	nt	14	nt	nt	-5%	nt	?
17	Cc1ccc(NC(=O)C2CCCN(S(=O)(=O)c3ccc4[nH]c(=O)ccc4c3)C2)cc1C (stereo not given)	nt	23	nt	nt	6%	nt	-6%
18	O=C(C1CCN([S+](=O)([O-])c2cccs2)CC1)N1CCCC(c2nc3ccncc3[nH]2)C1 (stereo not given)	-26%	5	i	-9%	-12%	nt	-8%
19	OC[C@@H]1O[C@H](CNC2CCOCC2)[C@H](N2CCN(c3ncccn3)CC2)[C@@H]1O	0%	-11	i	3%	-7%	-5%	-2%
20	CCc1cccc2c(C(CC(=O)NCC(C)C)c3ccc(OC)c(OC)c3)c[nH]c12 (stereo not given)	-15%	-18	i	-23%	2%	4%	2%
21	CC(=O)N[C@H]1[C@H](O[C@H]2CC[C@@]3(C)C(CC[C@]4(C)C3CC=C3C5CC(C)(C)CC[C@]5(C(=O)O)[C@H](O)C[C@]34C)C2(C)C)O[C@H](CO[C@@H]2OC[C@H](O)[C@H](O)[C@H]2O[C@@H]2OC[C@@H](O)[C@H](O)[C@H]2O)[C@@H](O)[C@@H]1O (stereo not given in full)	nt	7	i	nt	nt	nt	-2%[12.5 µM]
22	CCn1cnnc1CCNC(=O)c1cc(-c2ccc(C)cc2)nc2ccccc12	-12%	9	i	-27%	?	?	3%
23	Cc1nc2cccnc2n1CC1CCCN(C(=O)Nc2ccccc2C(F)(F)F)C1 (stereo not given)	-16%	-5	i	-10%	-1%	11%	5%
24	O=C(NCc1ccc2nonc2c1)[C@@]12CNC[C@@H]1CN(C1CCCC1)C2	-5%	22	i	-21%	-14%	-8%	-16%
25	Cc1ccc(NC2CCCN(C(=O)CN3CC(=O)NC3=O)C2)cc1C (stereo not given)	-20%	9	i	2%	-5%	-2%	7%
26	COc1cccc(CNC(=O)[C@@H]2C[C@@H](O)CN2C2CCN(C(=O)Cc3ccc(C)cc3)CC2)c1	-8%	-6	0%	i	1%	0%	-22%
27	CC(C)(C)C(=O)N1CCN(c2nc3ncccc3o2)CC1	-6%[138 µM]	-10	-6%[88.5 µM]	i	-12%[87.6 µM]	2%[172 µM]	-11%[87.6 µM]
28	CCN1CCN(CCCNC(=O)c2cnn(-c3ccc(OC)cc3)c2C2CCN(C(=O)OC(C)(C)C)CC2)CC1	nt	-2	nt	nt	?	nt	?
29	O=C(NCCOc1ccccc1Cl)C1CCC(=O)N(C2CCCC2)C1 (stereo not given)	?	6	1%	-27%	-2%	5%	2%
30	C=CCc1ccccc1OCCN(C)Cc1cnc2ccccc2n1	-8%	-2	-2%	?	-12%	-4%	-3%
31	Cc1ccc(C(=O)N(CC(C)C)CC2CN(C(=O)c3ccc(Cl)c(Cl)c3)CCO2)cc1 (stereo not given)	?	-5	4%	45µM*	-8%	-2%	?
32	CCOC(=O)C1CCN(S(=O)(=O)c2csc(C(N)=O)c2)CC1	nt	-21	nt	nt	0%	nt	4%
33	CC1(C)C[C@H](NC2CCC2)[C@@]2(CCC(=O)NCc3cccnc3)CC[C@](C)(O)C[C@@H]12	i	5	?	5%[172 µM]	0%[87.6 µM]	-4%[172 µM]	0%[87.6 µM]
34	C[S+](=O)([O-])c1cccc(-c2nnc3ccc(C(=O)NC4CCCC4)cn23)c1	-10%	9	i	1%	20%	nt	6%
35	Cc1cc(CN(C)C2CCc3ccccc32)no1 (stereo not given)	-11%[138 µM]	11	-1%[88.5 µM]	-24%[172 µM]	8%[87.6 µM]	-2%[172 µM]	13%[87.6 µM]
36	Cc1ccc2c(n1)N(C)[C@H](CO)CCN(C1Cc3ccccc3C1)C2	-3%[174 µM]	17	2%[88.5 µM]	?	2%[87.6 µM]	-7%[172 µM]	-13%[87.6 µM]
37	CN1CCC(OC2CCN(S(=O)(=O)c3ccc(F)cc3F)CC2)CC1	?	0	-16%	-7%	74%[activator]	8%	13%
38	CCCCn1c(=O)c2oc3ccccc3c2n(Cc2ccc(OC)cc2)c1=O	nt	7	nt	nt	-8%	nt	10%
39	COc1ccc(C)cc1-n1c(-c2ccc(Cl)cc2)cc2c1CC(C)(C)CC2=O	nt	1	nt	nt	13%	nt	9%
40	CCCCN(C)C(=O)c1c(C)oc2ccn(Cc3ccc(F)cc3)c(=O)c12	-6%	8	1%	?	4%	-11%	15%

Gathered by group, the compounds so far containing a furan ring, fused or not (3)
#	mol	3T3 cytotox	IP6K1 inh	GPT2 inh	HEK cytotox	SNCA expr inh	Luciferase inh	SNCA viab count
9	COc1cccc(C(=O)N2CCC(C(NC(=O)c3ccccc3)C(=O)NCc3ccco3)CC2)c1 (stereo not given)	?	31	i	?	-1%	-13%	7%
38	CCCCn1c(=O)c2oc3ccccc3c2n(Cc2ccc(OC)cc2)c1=O	nt	7	nt	nt	-8%	nt	10%
40	CCCCN(C)C(=O)c1c(C)oc2ccn(Cc3ccc(F)cc3)c(=O)c12	-6%	8	1%	?	4%	-11%	15%

(continued)
#	mol	3T3 cytotox	IP6K1 inh	GPT2 inh	HEK cytotox	SNCA expr inh	Luciferase inh	SNCA viab count
41	CCc1cccc(C)c1NC(=O)CC1Oc2ccc(C)cc2NC1=O (stereo not given)	nt	-8	nt	nt	38%	nt	-12%
42	COc1ccc(-c2cccc(C(=O)N3CCN(C(=O)C4CCCC4)CC3)c2)nn1	-19%	2	nt	-20%	nt	nt	nt
43	CCOc1cc(/C=C(\C#N)C(=O)Nc2ccccc2C)ccc1OCc1cc(=O)n2nc(CC)sc2n1	nt	32	nt	nt	-12%	nt	13%
44	COc1ccc(CCn2nnnc2C2(c3ccc(C)cc3)CC2)cc1	nt	nt	5%	nt	-10%	nt	5%
45	Cc1noc(-c2ccc(N3CCN(Cc4nccn4C)CC3)nc2)n1	i	0	-10%	3%	-1%	-2%	4%
46	Clc1ccc(CN2CCC3(CC2)CC(Cc2ccccc2)=NO3)cc1	?	-7	-2%	?	?	nt	-5%
47	c1ccc(C(CNc2ncncn2)N2CCCCCC2)cc1 (stereo not given)	-19%	-1	1%[11.5 µM]	-14%	-8%	0%	4%
48	O=C1CCN(C(=O)C2CCN(C(=O)C3CC3)CC2)CCCCCCN1	-16%	-8	i	-13%	37%[activator]	0%	6%
49	Cc1ccccc1Nc1c(-c2c[nH]c3ccccc23)nc2ccccn12	nt	-3	nt	nt	126%[activator]	nt	-10%
50	O=C1CC(c2noc(-c3ccc(Cl)cc3)n2)CN1c1ccc(F)cc1 (stereo not given)	?	-7	i	?	1%	-1%	3%
51	O=C(Cc1c[nH]c2ncc(-c3ccc(Oc4ccccc4)cc3)cc12)NCc1cccnc1	?	-15	2%[88.5 µM]	40µM*	?	-1%[172 µM]	?
52	Cc1cccc(CNC(=O)c2ccc3c(c2)N(C)CCS3)c1	nt	-11	nt	nt	7%	nt	8%
53	O=C(NCC1CC1)C1CN(Cc2ccccc2)C(=O)N1 (stereo not given)	-16%[138 µM]	-9	i	-8%[172 µM]	-14%[87.6 µM]	-7%[172 µM]	17%[87.6 µM]
54	C/C=C(\C)C(=O)O[C@H]1[C@@H](O[C@]2(COC(=O)CC(C)C)O[C@H](COC(=O)C(C)CC)[C@@H](OC(C)=O)[C@@H]2O)O[C@H](COC(C)=O)[C@@H](O)[C@@H]1O (stereo not given in full)	nt	12	i	nt	nt	nt	7%[23.9 µM]
55	Cc1noc([C@@H]2CC(F)(F)CN2C(=O)Cc2ccc(F)cc2)n1	-4%	26	-3%	-10%	0%	2%	8%
56	O=C(CC1CCCN(c2cnn(CC3CC3)c(=O)c2)C1)NCCN1CCCC1 (stereo not given)	-1%	35	i	11%	17%	0%	9%
57	O=C(c1ccc[nH]c1=O)N1CCC(n2cc(-c3nc(-c4ccccc4)no3)nn2)CC1	-28%	0	i	6%	71%[activator]	?	-3%
58	Fc1ccc(-c2nnc3ccc(N4CCN(Cc5ccccc5)CC4)nn23)nc1	?	-4	i	?	-12%[87.6 µM]	2%[172 µM]	0%[87.6 µM]
59	c1ccc(Cc2nnc([C@H]3CCN(Cc4ccncc4)C3)o2)cc1	4%[174 µM]	5	-7%[88.5 µM]	3%[172 µM]	-22%[87.6 µM]	-2%[172 µM]	-10%[87.6 µM]
60	CSc1cccc(NC(=O)c2cc3c(N4CCSCC4)nc(C)cn3n2)c1	?	-2	i	?	-6%	-12%	-5%

Assay outcomes deposited in PubChem BioAssay by National Center for Advancing Translational Sciences (NCATS).

These rows are one share of the data. The share of hits here may be higher or lower than overall.
